# Bioassay records: PubChem, NMMLSC
# Bim-Bcl-W: inhibitors of Bim binding to Bcl-W, primary screen, biochemical, multiplexed, bead-based flow cytometry | Bim peptide-Bcl-W binding | Bcl-2-like protein 2 (Homo sapiens), Q92843 | inhibition, % at 10 µM | actives 0.02% (n = 190,000);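 further: 0% = bound tracer without compound and 100% = peptide blocker; higher means less fluorescent Bim peptide bound to Bcl-W beads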
# Avidin bead fluor: green autofluorescence of compounds with avidin beads – biophysical, 488/530 nm, flow cytometry, artefact control, profiling panel | compound fluorescence 488/530 nm; stronger effect = higher value | fluorescence (KMESF) at 10 µM | AID 1775, 2009 | actives 0.38% (n = 220,000); in the data active means fluorescence above about 47; further: inactives centre near 10
# Bim-Bcl-XL: inhibitors of Bim-Bcl-XL binding, primary screen, biochemical, multiplexed, bead flow cytometry, human Bcl-XL; Bim peptide-Bcl-XL binding, fluorescence; actives 0.04% (n = 190,000); Bcl-2-like protein 1 (Homo sapiens), Q07817; inhibition, % at 10 µM
# RGS7-Gao reg: RGS7-Galphao binding modulators, primary screen, biochemical, multiplexed bead flow cytometry. Guanine nucleotide-binding protein G(o) subunit alpha (Homo sapiens), P09471. actives lie on both sides. binding response (% of control), % at 10 µM. actives 0.35% (n = 220,000). AID 1439, 2008; in the data active means binding response below about 49% or above about 150%; inconclusive means no clear call, values can overlap the other calls; inactive means in between;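 further: fluorescent Galphao held in activated GDP-AlF4 state binding bead-coupled RGS7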
# GSH fluor: compound fluorescence on glutathione beads, profiling panel, artefact control, biophysical, 488/530 nm, flow cytometry; fluorescence (KMESF) at 10 µM; GSH beads flow cytometry, compound fluorescence 488/530 nm; stronger effect = higher value; actives 0.25% (n = 190,000); in the data active means fluorescence above about 89;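 further: glutathione beads carrying GST-tagged Bcl family fusion proteins plus one bare bead set; values are compound well signal with DMSO vehicle wells as background; inactives centre near 16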
# RGS4-Gao reg: modulators of RGS4 binding to Galphao, primary screen, biochemical, multiplexed bead flow cytometry; AID 1415, 2008; actives 0.33% (n = 220,000); binding response (% of control), % at 10 µM; actives lie on both sides; in the data active means binding response below about 49% or above about 150%; inactive means in between;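 further: fluorescent Galphao activated with aluminum fluoride binding bead-coupled RGS4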
# ABCG2 block: ABCG2 efflux pump inhibitors, primary screen, multiplex with ABCB1, IgMXP3 cells, flow cytometry. Broad substrate specificity ATP-binding cassette transporter ABCG2 (Homo sapiens), Q9UNQ0. inhibition, % at 6.6 µM. AID 1325, 2008. JC-1 efflux. actives 0.1% (n = 190,000);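 active means inhibition above 80%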;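 further: 0% = DMSO and 100% = nicardipine control wells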
#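 Times: 10 min at 25 °C | Test system: Two drug-resistant human cell lines, ABCG2 and ABCB1 | Quantity: 3 million cells/mL final, two lines in 1:1 ratio | Signal: Flow cytometry, 530 nm JC-1 signal | Dosing: Compound at 6.6 µM | Controls: Nicardipine and DMSO wells | Reagent: JC-1 as fluorescent efflux pump substrate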
# Bim-Bcl-B: inhibitors of Bim-Bcl-B binding, primary screen, biochemical, multiplexed, human Bcl-2 family. Bcl-2-like protein 10 (Homo sapiens), Q9HD36. bead-based flow cytometry, Bim peptide-Bcl-B binding. inhibition, % at 10 µM. actives 0.073% (n = 190,000). AID 951, 2007;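 further: 0% = tracer peptide without compound and 100% = reference inhibitor peptide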
# Bfl-1 Bim block: inhibitors of Bim binding to Bfl-1, primary screen, biochemical, multiplexed, bead-based flow cytometry. Bcl-2-related protein A1 (Homo sapiens), Q16548. Bim-Bfl-1 binding inhibition. inhibition, % at 10 µM. actives 0.12% (n = 190,000). AID 1008, 2008;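 further: 0% = wells without compound plus tracer and 100% = blocker peptide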
# ABCB1 inh: ABCB1 efflux pump inhibitors, primary screen, cell-based, multiplex, flow cytometry, ABCG2 counter-screen. ATP-dependent translocase ABCB1 (Homo sapiens), P08183. CCRF-Adr cells, JC-1 efflux. inhibition, % at 6.6 µM. actives 0.067% (n = 190,000); in the data active means inhibition above about 40%;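 further: 0% = vehicle and 100% = reference inhibitor; higher value means more JC-1 retained so stronger ABCB1 efflux block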
# Target sequence (P08183 whole entry, looked up): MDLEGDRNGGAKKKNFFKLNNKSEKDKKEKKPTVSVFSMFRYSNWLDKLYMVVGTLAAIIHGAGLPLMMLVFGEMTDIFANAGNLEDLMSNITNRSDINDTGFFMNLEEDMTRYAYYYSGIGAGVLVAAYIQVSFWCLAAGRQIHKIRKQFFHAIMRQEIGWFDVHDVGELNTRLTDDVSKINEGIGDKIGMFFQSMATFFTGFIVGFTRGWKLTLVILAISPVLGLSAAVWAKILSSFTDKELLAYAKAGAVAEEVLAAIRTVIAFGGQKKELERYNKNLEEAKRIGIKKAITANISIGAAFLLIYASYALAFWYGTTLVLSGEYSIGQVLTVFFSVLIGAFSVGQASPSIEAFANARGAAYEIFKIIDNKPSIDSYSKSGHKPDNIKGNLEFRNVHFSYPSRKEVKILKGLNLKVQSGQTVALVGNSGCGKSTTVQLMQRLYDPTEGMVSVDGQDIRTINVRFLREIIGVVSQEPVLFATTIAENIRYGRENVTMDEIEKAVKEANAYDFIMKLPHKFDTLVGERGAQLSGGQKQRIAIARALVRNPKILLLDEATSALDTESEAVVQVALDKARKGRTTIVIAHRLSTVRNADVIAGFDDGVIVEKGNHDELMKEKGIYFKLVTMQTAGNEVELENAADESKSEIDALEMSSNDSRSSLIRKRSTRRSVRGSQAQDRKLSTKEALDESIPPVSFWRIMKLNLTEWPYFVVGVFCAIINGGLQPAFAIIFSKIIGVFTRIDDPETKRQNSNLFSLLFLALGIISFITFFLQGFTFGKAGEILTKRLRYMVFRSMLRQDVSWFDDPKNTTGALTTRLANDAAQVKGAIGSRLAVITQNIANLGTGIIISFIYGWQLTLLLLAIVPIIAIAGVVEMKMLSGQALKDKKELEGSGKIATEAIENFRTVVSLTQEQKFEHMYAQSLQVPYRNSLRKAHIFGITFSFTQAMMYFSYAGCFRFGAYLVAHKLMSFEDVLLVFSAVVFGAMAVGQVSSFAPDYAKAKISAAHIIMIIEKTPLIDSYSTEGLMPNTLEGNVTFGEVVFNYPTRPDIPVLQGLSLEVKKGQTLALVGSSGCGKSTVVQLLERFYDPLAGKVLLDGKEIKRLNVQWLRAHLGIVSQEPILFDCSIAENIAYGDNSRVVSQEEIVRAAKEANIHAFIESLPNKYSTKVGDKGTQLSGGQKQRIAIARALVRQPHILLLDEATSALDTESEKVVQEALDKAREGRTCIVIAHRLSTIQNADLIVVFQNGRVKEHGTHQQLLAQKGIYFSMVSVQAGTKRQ
# Bcl-2 Bim block: inhibitors of Bim-Bcl-2 binding, primary screen, biochemical, multiplexed, human Bcl-2 family; Apoptosis regulator Bcl-2 (Homo sapiens), P10415; Bead-based flow cytometry, Bim peptide-Bcl-2 binding; inhibition, % at 10 µM; actives 0.06% (n = 190,000); in the data active means inhibition above about 40%; inconclusive means no clear call, values can overlap the other calls;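 further: 0% = no compound wells with probe peptide and 100% = reference peptide inhibitor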
# * = called active by the depositor; ? = inconclusive. Unless noted, no stated cut-off is given here; in the data, active means inhibition above about 40%. Rows were taken by chance; any-hit rate near 1.3%.
SMILES,Bim-Bcl-W,Avidin bead fluor,Bim-Bcl-XL,RGS7-Gao reg,GSH fluor,RGS4-Gao reg,ABCG2 block,Bim-Bcl-B,Bfl-1 Bim block,ABCB1 inh,Bcl-2 Bim block
C=CCN1C(=O)C(O)(CC(=O)c2ccccn2)c2ccccc21 (stereo unspecified),-1,10,-1,?,12,98,2,-6,-4,0.2,-1
CC1CCC(NC(=O)C2c3ccccc3C(=O)N2CCCN2CCOCC2)CC1 (stereo unspecified),-2,19,-2,95,7,98,0,0,-1,0.0,2
C/C(=N\NC(=O)c1cc(C)oc1C)c1ccc(N2CCOCC2)cc1,-1,11,-1,101,17,101,0,-4,-4,-0.4,-1
CCN(CC)S(=O)(=O)c1cc(NC(=O)COC(=O)Cn2cnc3ccccc32)ccc1C,-4,4,-4,103,10,99,3,-5,-1,0.2,-1
COc1ccc(-c2c3c(nc4sc5c(Cl)nc(C)nc5c24)CCC3)cc1,-1,7,-7,128,37,131,0,-5,-8,0.8,-2
O=S(=O)(c1cccc(-c2n[nH]c(=S)n2C2CCCC2)c1)N1CCOCC1,-3,6,-7,102,18,99,-1,-27,0,-0.8,-1
Cc1ccc2cccc(SCC(=O)NCC#N)c2n1,-1,2,-4,103,8,100,-2,-4,1,-0.6,0
C=CCC1(N(C(C)=O)c2ccccc2)CCCCC1,1,10,1,112,10,103,5,0,6,0.0,1
Cc1ccc2nc(-c3ccc(NC(=O)CCS(=O)(=O)c4ccccc4)cc3)sc2c1,-6,15,-3,104,16,103,-9,-8,-13,-0.5,-6
Cc1nnc(NC(=O)CSc2nnc(-c3ccoc3C)n2CC(C)C)s1,1,11,-3,104,13,101,4,-7,-8,0.5,-13
O=C(N/N=C/c1ccc(OCc2ccccc2)cc1)c1cc[n+](Cc2ccccc2)cc1,-1,14,-5,100,19,104,11,-5,-11,0.8,-8
O=C(CSc1nc2ccccc2[nH]1)c1ccc2c(c1)OCO2,0,13,0,104,29,104,5,-16,-9,0.3,-10
O=C(Oc1ccccc1)n1c(=S)oc2ccccc21,-4,16,-6,105,9,105,-2,-17,0,-0.6,-2
CC1CCCCC1N=C1NC(C)(C)CS1 (stereo unspecified),-2,8,-4,101,15,93,-2,-7,-4,0.1,-2
CC(=O)NCc1nc2ccccc2n1Cc1ccccc1F,2,29,-3,100,22,101,-3,-10,-10,2.4,-6
Cc1ccc(NC(=O)CN2C(=O)S/C(=C\c3ccccn3)C2=O)cc1,1,11,0,?,9,97,-1,0,-3,-0.7,-2
CCO[C@@H]1OC(C(N)=O)=C[C@H](c2ccc(C(F)(F)F)cc2)[C@H]1CCCO,0,5,1,101,21,103,0,-3,-3,0.1,0
Cn1c(=O)[nH]c(=O)c2c1nc(N1CCOCC1)n2CCCSc1ncccn1,-1,37,-3,102,45,101,1,0,-9,0.3,-4
COc1ccc(-c2csc3nc(C)nc(N4CCC(C)CC4)c23)cc1OC,-1,6,0,95,10,105,6,-2,-3,1.6,-3
CC(C)(C)NC(=O)NC(=O)COC(=O)c1cc(=O)[nH]c2ccccc12,0,19,-1,109,11,103,8,-9,-8,0.6,-9
O=C(O)CN1C(=O)CNC1=O,-1,35,-3,101,18,101,0,0,-2,0.0,-2
COc1cc(C)nc(NS(=O)(=O)c2ccc(C)cc2)n1,-2,16,-8,104,30,104,0,-6,-11,0.1,-8
COc1cc(C)c(NC(=O)C(=S)N2CCCC2)cc1C,-5,12,-7,?,16,99,8,-6,-7,0.4,-7
Cc1onc(-c2ccccc2Cl)c1C(=O)Nc1ccccc1,-3,21,-5,103,18,101,1,-5,-2,0.1,4
Cc1nc2cc(O)ccc2n1C,-5,14,-5,102,71,101,0,-1,-9,-0.5,-3

# Single records, from the list above. Order of values: Bim-Bcl-W, Avidin bead fluor, Bim-Bcl-XL, RGS7-Gao reg, GSH fluor, RGS4-Gao reg, ABCG2 block, Bim-Bcl-B, Bfl-1 Bim block, ABCB1 inh, Bcl-2 Bim block
# Cc1ccc(NC(=O)CN2C(=O)S/C(=C\c3ccccn3)C2=O)cc1 is listed with 1, 11, 0, ?, 9, 97, -1, 0, -3, -0.7, -2
# O=C(CSc1nc2ccccc2[nH]1)c1ccc2c(c1)OCO2 is listed with 0, 13, 0, 104, 29, 104, 5, -16, -9, 0.3, -10
# C=CCC1(N(C(C)=O)c2ccccc2)CCCCC1 is listed with 1, 10, 1, 112, 10, 103, 5, 0, 6, 0.0, 1
# Cc1onc(-c2ccccc2Cl)c1C(=O)Nc1ccccc1 is listed with -3, 21, -5, 103, 18, 101, 1, -5, -2, 0.1, 4
# Cc1ccc2nc(-c3ccc(NC(=O)CCS(=O)(=O)c4ccccc4)cc3)sc2c1 is listed with -6, 15, -3, 104, 16, 103, -9, -8, -13, -0.5, -6

# Next part
SMILES,Bim-Bcl-W,Avidin bead fluor,Bim-Bcl-XL,RGS7-Gao reg,GSH fluor,RGS4-Gao reg,ABCG2 block,Bim-Bcl-B,Bfl-1 Bim block,ABCB1 inh,Bcl-2 Bim block
Cc1nn(C)cc1CNC(=O)Nc1ccc(Br)cc1Cl,0,18,-3,100,26,104,7,-7,-6,0.3,-8
COC(=O)C1CSC(C(=O)OC)N1C(=O)CN1CC(C)OC(C)C1 (stereo unspecified),0,7,-13,100,43,100,-1,-8,-14,0.0,-9
Cc1ccc(C(=O)Nc2onc(C)c2C#N)cc1,2,33,-3,100,10,102,6,0,-1,0.6,3
Cc1ccc(C(NC(=O)N2CCCC2)C(Cl)Cl)cc1F (stereo unspecified),0,9,-3,?,16,100,2,-5,-7,0.5,-5
CCC(SC1=NCCS1)C(=O)Nc1nnc(-c2ccccc2OC)s1 (stereo unspecified),-3,4,-6,91,15,93,1,-4,0,0.9,-5
COc1ccc(Oc2c(Cl)cnn(-c3ccc(F)cc3)c2=O)cc1,0,13,-10,98,29,99,2,-7,-15,0.6,-12
COc1ccc(NC(=O)CC(C)c2ccccc2)c([N+](=O)[O-])c1 (stereo unspecified),-2,7,-5,102,10,104,6,-4,-2,0.7,-2
Cc1nc2ncnn2c(C)c1CCC(=O)O,-1,16,0,102,13,98,1,-1,-1,0.3,-1
COc1ccc(-c2nnc(NC(=O)c3ccc(F)cc3)o2)cc1,-2,6,-1,112,24,113,1,-2,0,0.2,-3
Cc1ccc(NC(=O)Cc2noc3ccccc23)nc1,-1,1,0,94,7,93,1,1,4,0.3,2
O=S(=O)(c1ccc(F)c(F)c1F)N1CCN(C(=S)NC2CC3CCC2C3)CC1 (stereo unspecified),0,11,0,94,12,95,4,-3,-2,0.1,0
Cc1ccc(C(=O)CSc2nnc(N)s2)c(C)c1,-2,10,1,96,10,100,16,0,-5,-0.2,-4
COc1cccc(C2CC(=O)Nc3cc(OC)c(OC)c(OC)c32)c1OC (stereo unspecified),0,35,1,102,26,101,1,-6,0,0.3,-1
Cc1cc(/C=C(\C#N)C(=O)NCc2cccs2)c(C)n1-c1ccccc1F,-2,28,-5,99,21,102,29,-9,-18,2.1,-9
O=C(Nc1ccc(Cc2ccncc2)cc1)c1cccc([N+](=O)[O-])c1,-3,18,-3,99,10,98,28,-4,-13,1.3,-10
Cc1nc(-c2cn[nH]c2-c2ccc(O)cc2O)cs1,3,12,4,100,12,100,2,0,-17,0.9,-3
CC1CN(S(=O)(=O)c2cccc(C(=O)OCC(=O)Nc3ccc4c(c3)OCO4)c2)CC(C)O1 (stereo unspecified),2,7,-4,104,15,104,1,-4,-12,0.1,-1
COc1ccc(CCNC(=O)CC2Nc3cc(C)c(C)cc3NC2=O)cc1OC (stereo unspecified),-6,6,-2,98,32,98,17,-8,-2,-0.4,-6
CC(O)CNCCCOc1ccc(Cl)cc1C(C)(C)C (stereo unspecified),-3,2,-2,92,10,99,0,-4,-6,-0.2,-4
NS(=O)(=O)c1cc(C(=O)OCC(=O)Nc2ccccc2[N+](=O)[O-])ccc1Cl,2,9,0,?,21,101,19,2,-3,0.5,-1
COc1ccc(-c2cc(C(F)(F)F)nc(S(C)(=O)=O)n2)cc1,0,7,-6,106,71,102,3,-8,-7,0.4,-10
Cc1cccc(-c2cc3c(nn2)-c2ccccc2C3=O)c1,0,8,0,107,52,109,6,-10,-13,1.5,-6
CCNC(=O)C/C(C)=N/NC(=O)C12CC3CC(CC(C3)C1)C2,1,12,0,97,5,91,-1,4,0,-0.5,7
CC(=O)c1ccc(C(C)(C)c2ccc(C(C)=O)s2)s1,-4,7,-8,101,5,100,2,-5,-9,0.4,-11
CC(C)Cc1nnc(NC(=O)CCC(=O)N2CCOCC2)s1,-3,10,-1,97,6,99,2,-4,-6,0.4,-3
SMILES,Bim-Bcl-W,Avidin bead fluor,Bim-Bcl-XL,RGS7-Gao reg,GSH fluor,RGS4-Gao reg,ABCG2 block,Bim-Bcl-B,Bfl-1 Bim block,ABCB1 inh,Bcl-2 Bim block
O=C(/C=N/O)Nc1ccc(F)cc1,2,6,-1,99,15,98,1,-1,-6,0.3,-4
CCCCNC(=O)Cn1nc([N+](=O)[O-])c([N+](=O)[O-])c1C,0,8,-2,104,19,102,10,0,1,0.7,0
Cc1ccc(CNC(=O)CS(=O)Cc2nc(-c3cccs3)oc2C)cc1 (stereo unspecified),-1,7,-5,104,27,99,-1,-11,-8,0.0,-10
COc1ccc(Cl)cc1NC(=O)CSc1nnc(CN2CCOCC2)n1-c1ccc(Cl)cc1,-2,12,0,101,18,100,4,1,0,1.4,-1
COc1cccc(-c2noc(-c3ccc(Br)o3)n2)c1,-1,13,-1,109,12,101,7,-7,-7,0.2,-7
COC(=O)CSc1ccc(S(=O)(=O)N2CCC(C)CC2)cc1[N+](=O)[O-],-1,5,-4,98,27,99,12,-9,0,0.7,0

# Some of these compounds in order of the GSH fluor value, lowest first.
canonical_smiles	Bim-Bcl-W	Avidin bead fluor	Bim-Bcl-XL	RGS7-Gao reg	GSH fluor	RGS4-Gao reg	ABCG2 block	Bim-Bcl-B	Bfl-1 Bim block
COc1cccc(-c2noc(-c3ccc(Br)o3)n2)c1	-1	13	-1	109	12	101	7	-7	-7
COc1ccc(Cl)cc1NC(=O)CSc1nnc(CN2CCOCC2)n1-c1ccc(Cl)cc1	-2	12	0	101	18	100	4	1	0
COC(=O)CSc1ccc(S(=O)(=O)N2CCC(C)CC2)cc1[N+](=O)[O-]	-1	5	-4	98	27	99	12	-9	0
